Source: PubChem BioAssay
FBW7 act – human FBW7 E3 ligase activation, primary screen | Q969H0 | AlphaScreen FBW7–phospho-cyclin E peptide binding, activator screen | normalized activity (activation), % at 26.1 µM | hit rate 0.13% among 650,000 | AID 1259310; in the data active means normalized activity above about 1.9%;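 further: purified mutant Fbw7 with reduced substrate affinity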
TEAD-YAP block – TEAD-YAP interaction inhibition; HEK-TIYL cells, TEAD-Gal4/YAP UAS-luciferase luminescence; hit rate 1.4% among 640,000; inhibition, % at 9.12 µM; AID 1259422; in the data active means inhibition above about 32%;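 further: 0% = median of test compound wells and 100% = reference inhibitor wells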
MITF primary – human MITF inhibition, primary screen | O75030 | AlphaScreen MITF homodimerization, bead proximity signal | inhibition, % at 2.6 µM | hit rate 0.91% among 650,000 | AID 1259374; in the data active means inhibition above about 50%;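 further: 0% = vehicle wells with protein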
Target sequence (O75030 whole entry, looked up): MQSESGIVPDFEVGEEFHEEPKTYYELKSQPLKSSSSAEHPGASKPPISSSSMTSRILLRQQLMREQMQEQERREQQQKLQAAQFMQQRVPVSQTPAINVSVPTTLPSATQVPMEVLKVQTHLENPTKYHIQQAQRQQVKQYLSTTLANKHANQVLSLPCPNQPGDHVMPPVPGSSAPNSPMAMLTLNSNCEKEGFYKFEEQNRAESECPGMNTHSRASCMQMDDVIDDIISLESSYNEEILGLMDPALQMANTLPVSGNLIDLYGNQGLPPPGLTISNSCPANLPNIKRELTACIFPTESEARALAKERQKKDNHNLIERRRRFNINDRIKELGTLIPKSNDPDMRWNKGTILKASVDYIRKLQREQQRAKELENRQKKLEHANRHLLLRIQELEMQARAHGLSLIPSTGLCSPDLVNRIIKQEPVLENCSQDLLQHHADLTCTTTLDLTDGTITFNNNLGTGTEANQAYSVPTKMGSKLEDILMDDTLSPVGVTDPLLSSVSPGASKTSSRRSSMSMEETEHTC
GPR151 activ – activators of human GPR151; Q8TDV0; PathHunter beta-arrestin GPR151 cells, luminescence; activation, % at 11.2 µM; hit rate 1% among 650,000; AID 1508602; in the data active means activation above about 4.9%;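 further: 0% = median of compound wells and 100% = cells with positive control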
Target sequence (Q8TDV0 whole entry, looked up): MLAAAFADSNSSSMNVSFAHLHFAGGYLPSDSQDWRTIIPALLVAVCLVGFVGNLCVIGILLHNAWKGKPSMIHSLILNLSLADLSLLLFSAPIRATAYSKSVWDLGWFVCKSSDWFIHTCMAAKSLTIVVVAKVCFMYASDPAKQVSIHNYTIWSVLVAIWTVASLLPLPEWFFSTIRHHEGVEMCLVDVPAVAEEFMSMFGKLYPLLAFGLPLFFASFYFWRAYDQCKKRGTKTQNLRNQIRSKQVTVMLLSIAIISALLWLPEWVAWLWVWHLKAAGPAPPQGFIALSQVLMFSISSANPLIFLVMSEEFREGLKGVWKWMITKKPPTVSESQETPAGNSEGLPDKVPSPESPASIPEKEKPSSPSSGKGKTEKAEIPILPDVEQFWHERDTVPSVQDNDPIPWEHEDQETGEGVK
* marks the source's active call; other numbers are inactive results; . = not tested or not shown.

SMILES	FBW7 act	TEAD-YAP block	MITF primary	GPR151 activ
COc1ccc(S(=O)(=O)NC(C)C(=O)Nc2cc(C)ccc2C)cc1 (stereo unspecified)	0.0	7	6	-2.3
Cc1ccc(C(=O)Oc2ccc3c(=O)c(Oc4ccccc4Br)coc3c2)cc1	0.2	4	-25	-0.6
Cc1ccc2c(c1)N(C(=O)CCC(=O)NC(C)C)CCO2	0.1	-2	4	-0.3
CC(C)CCN1CCN(C2CCN(c3ccc4c(c3)OCO4)CC2)CC1CCO (stereo unspecified)	0.0	-6	9	-1.4
CC(=O)c1ccc(NC(=O)c2cccc(OC(C)C)c2)cc1	0.0	-76	6	1.2
CC(C)CCN1C(=O)c2ccc(C(=O)NCc3cccnc3)cc2C1=O	0.2	10	-5	3.7
COc1cc(NC(C)C(=O)Nc2ccc(C(C)=O)cc2)cc(OC)c1 (stereo unspecified)	0.0	7	0	-2.1
COc1ccc(C(=O)COC(=O)c2ccc3c(c2)C(=O)N(c2ccc(F)cc2)C3=O)cc1	-0.1	-3	-16	-0.1
CCCS(=O)(=O)N1CCN(c2ncccn2)CC1	0.1	6	3	-1.0
O=C(O)CCNC(=O)c1ccco1	0.0	0	-1	3.4
CC(=O)NC1=NC(=O)/C(=C\c2ccccc2Cl)S1	-0.1	-23	-13	-1.9
CCC1=NC(C(F)(F)F)(C(F)(F)F)c2c(n(C)c(=O)n(C)c2=O)N1	-0.1	-4	11	0.1
CN(C)C(=O)CN(C)C(=O)c1cnc2scc(C(C)(C)C)n2c1=O	0.2	3	0	1.4
CCCOC(=O)C1=C(C)NC2=C(C(=O)C(C(=O)OC)C(C)C2)C1c1ccc(C)o1 (stereo unspecified)	0.0	-2	4	-0.7
Cn1ncc(Cl)c1C(=O)N(C(=O)c1c(Cl)cnn1C)c1ncccn1	0.0	8	-7	-1.1
Nc1cccc(-c2ccc(C(=O)NCc3nc4ccccc4[nH]3)s2)c1	-0.1	-13	-2	-0.3
O=c1oc2c(Br)cc(Br)cc2cc1-c1nnc(Nc2ccccc2)s1	0.0	2	-5	0.3
CC(=O)CCc1ccc(OCC(=O)NCc2ccc(Cl)cc2)cc1	0.2	0	2	-0.8
O=C(N/N=C/c1cc(Br)ccc1O)c1ccccc1[N+](=O)[O-]	-0.7	18	18	0.0
CCN(CC)S(=O)(=O)c1nnc(NC(=O)c2ccc(F)cc2)s1	-0.1	-24	-2	0.9
COc1ccc(NC(=O)CC(C)S(=O)(=O)c2cc3c(cc2C)NC(=O)CO3)cc1 (stereo unspecified)	0.2	1	5	-0.9
COc1cc(COCC(O)CN2C(C)CCCC2C)cc(OC)c1OC (stereo unspecified)	0.1	7	12	-1.2
CCOC(=O)C1CCN(C(=O)CC[C@H]2CN(Cc3ccccc3)CC[C@H]2N(C)C)CC1	0.2	4	17	0.4
CC(NC(=O)COc1ccc([N+](=O)[O-])cc1)c1ccccc1 (stereo unspecified)	0.0	-8	-14	-1.8
Cc1cc(NC(=O)c2n[nH]c(=O)c3ccccc23)ccc1Br	0.0	-5	-8	1.6

Further records follow:
SMILES	FBW7 act	TEAD-YAP block	MITF primary	GPR151 activ
CCC(C)Nc1nc2c(c(=O)n(C)c(=O)n2C)n1CCc1ccccc1 (stereo unspecified)	0.1	-6	3	2.8
O=C(Nc1cc(C(F)(F)F)ccc1N1CCOCC1)c1n[nH]c(=O)c2ccccc12	0.0	1	-47	1.3
COc1ccc(C2C=C(Nc3ccc(C)cc3)C(=O)N2c2ccc(C)cc2)cc1 (stereo unspecified)	0.0	-11	0	-0.3
Cn1c(=O)[nH]c(=O)c2c1nc(N1CCCC1)n2Cc1ccccc1Cl	0.0	3	5	-0.8
O=C(CSc1ncccn1)Nc1ccc(C(=O)N2CCOCC2)cc1	0.0	7	10	0.5
CC1CN(c2nc(-c3ccc(Cl)cc3Cl)nc3ccccc23)CC(C)O1 (stereo unspecified)	0.1	-6	13	0.2
Cc1cc(C)cc(N(CC(=O)N2CCN(c3ccccc3F)CC2)S(C)(=O)=O)c1	0.1	-3	15	0.7
CC1CCCCN1c1ccc(NC(=O)c2ncoc2-c2cccs2)cc1C(N)=O (stereo unspecified)	-0.1	0	-5	-0.5
O=C(COc1ccc([N+](=O)[O-])cc1)NCc1ccccc1	0.1	-6	-11	0.6
CCOc1ccccc1N1CCN(C(=O)c2cc(Cl)ccc2[N+](=O)[O-])CC1	0.1	0	10	-0.4
COc1ccc(NS(=O)(=O)c2ccc3c(c2)SC(C)C(=O)N3)cc1Cl (stereo unspecified)	0.1	3	-9	0.2
COc1cccc(OC)c1OCC(O)CN1CCN(C)CC1 (stereo unspecified)	-0.1	6	-7	-0.1
COC(=O)c1ccccc1NC(=O)COc1cc(C)c(C)cc1C	0.8	2	7	-1.2
O=C(Nc1ccccc1Cl)c1ccc(Oc2ccc(C(=O)Nc3ccccc3Cl)cc2)cc1	0.0	10	15	0.1
O=C(c1csc(Nc2ccccc2)n1)N1CCN(c2ccccc2)CC1	0.1	0	12	-1.2
Cc1c(C(=O)Oc2ccc3ccccc3c2)cccc1[N+](=O)[O-]	0.2	-2	-14	0.1
O=C(NCCC1=CCCCC1)c1cc2c(s1)CS(=O)(=O)C2	-0.1	-31	4	0.3
O=C1N=C(N2CCCCCC2)S/C1=C/c1ccc(O)cc1	0.0	14	1	0.1
Brc1ccccc1-c1nnc2sc(-c3ccccn3)nn12	-0.8	14	10	2.6
CC1(C)C2CCC1(C)C(NCC(O)COCc1ccc(Cl)cc1)C2 (stereo unspecified)	-0.1	-3	34	-1.6
Cc1ccc(Br)c(NS(=O)(=O)c2cccc(C(=O)O)c2)c1	0.6	3	9	0.3
O=C(NCCCO)C(=O)NCc1ccccc1	-0.1	-1	-8	0.5
CC1CC(C)CN(c2nc(-c3ccccc3F)nc3ccccc23)C1 (stereo unspecified)	0.1	9	-3	0.9
COc1cccc(C(=O)Nc2c3c(nn2-c2ccccc2)CCC3)c1OC	0.8	25	8	-0.2
CC(C)COc1ccc(NC(=O)C2CC(=O)N(c3ccc(OCc4ccccc4)cc3)C2)cc1 (stereo unspecified)	0.6	10	17	0.3

The list goes on:
SMILES	FBW7 act	TEAD-YAP block	MITF primary	GPR151 activ
COc1ccc(C(=O)Nc2c(C)n(C)n(-c3ccccc3)c2=O)cc1OC	0.0	1	-7	0.1
CCCCNC(=O)Cn1c(-c2ccc(OC)cc2)noc1=O	0.9	-9	21	-0.1
COc1ccc(C(O)c2nccn2Cc2ccccc2)cc1OC (stereo unspecified)	-0.1	-4	13	-1.0
COc1ccccc1NC(=O)c1cccc(S(=O)(=O)N2CCCCCC2)c1	-0.3	-5	-4	1.0
CCC(=O)Nc1c2c(nn1-c1cccc(Cl)c1)CS(=O)(=O)C2	0.0	-1	11	0.6
O=C(/C=C/c1cccs1)N=C1N=C2C=CC=CN2Cc2ccccc21	-0.1	-37	-4	-7.7
CC(C)(C)c1ccc(CSc2nc(N)c(C#N)c(-c3cccs3)c2C#N)cc1	0.1	-27	2	2.5
CCN(CCCNC(=O)c1nn(-c2cc(OC)cc(OC)c2)c(=O)c2ccccc12)c1ccccc1	0.1	1	11	0.5
CCCCCn1cc(C(=O)O)c(=O)c2cc(F)c(F)cc21	-0.2	-4	-3	1.2
Cc1ccc(C)c(Oc2coc3cc(OC(=O)c4cccc(Br)c4)ccc3c2=O)c1	-0.1	6	7	-0.3
CN(C)S(=O)(=O)c1cccc(NC(=S)NC2CCC(O)CC2)c1 (stereo unspecified)	-0.1	-2	3	-0.1
CCCCCn1c(=O)[nH]c2cc(C(=O)NC(C)CC)ccc2c1=O (stereo unspecified)	-0.2	-3	-5	0.7
Cc1ccc(S(=O)(=O)Cc2cccc([N+](=O)[O-])c2)cc1	0.5	-19	12	0.0
CSc1ccc(/C=C2/NC(=O)NC2=O)cc1	0.1	-26	-15	-1.3
CC1=C(C(=O)OCCc2ccccc2)C(c2ccccc2F)C2=C(CC(C)(C)CC2=O)N1 (stereo unspecified)	0.1	1	4	0.3
COc1cccc(-c2ccc(NCCc3ccncc3)nc2)c1	-0.3	-21	9	0.3
COc1cc(/C=c2\sc3nc4c(C)c(C)ccc4n3c2=O)cc(Cl)c1O	-0.1	-5	-11	1.1
CC(C)(C)C(=O)C[n+]1ccccc1/C=N/O	-0.1	5	15	0.9
COc1ccc(OC)c2c(C)cc(N3CCCC(C)C3)nc12 (stereo unspecified)	-0.1	-3	-17	0.8
CN1CCN(C(=O)CN(c2ccccc2F)S(C)(=O)=O)CC1	0.0	4	-5	-0.8
COC(=O)CCC(=O)Nc1ccc(C(N)=O)cc1	-0.2	0	-8	-0.4
CCOC(=O)c1nc(NC(=O)COc2ccc(C)cc2)sc1C	0.5	10	10	2.1
O=C(Nc1ccc(F)cc1)c1cc(S(=O)(=O)NCCc2ccc(Cl)cc2)ccc1F	0.7	5	22	-1.0
Cc1nc(Nc2ccc(Oc3ccc(Cl)cc3)cc2)c2c(C)c(C)sc2n1	0.2	13	-1	-0.2
O=C1N/C(=C/c2ccc(Cl)c([N+](=O)[O-])c2)C(=O)N1c1cccc(Cl)c1	0.1	-2	2	0.0

Among those listed so far, these have a CF3 group:
SMILES	FBW7 act	TEAD-YAP block	MITF primary	GPR151 activ
CCC1=NC(C(F)(F)F)(C(F)(F)F)c2c(n(C)c(=O)n(C)c2=O)N1	-0.1	-4	11	0.1
O=C(Nc1cc(C(F)(F)F)ccc1N1CCOCC1)c1n[nH]c(=O)c2ccccc12	0.0	1	-47	1.3

A second format for some results above.
The line under a structure holds: FBW7 act, TEAD-YAP block, MITF primary, GPR151 activ
CCOC(=O)c1nc(NC(=O)COc2ccc(C)cc2)sc1C
→ 0.5, 10, 10, 2.1
O=C(Nc1ccc(F)cc1)c1cc(S(=O)(=O)NCCc2ccc(Cl)cc2)ccc1F
→ 0.7, 5, 22, -1.0

Later entries:
SMILES	FBW7 act	TEAD-YAP block	MITF primary	GPR151 activ
O=C(O)CCNS(=O)(=O)c1ccc(Cl)c(C(=O)O)c1	0.1	4	6	-0.3
O=C(COC(=O)/C=C/c1ccco1)NCc1ccco1	-0.1	-3	63*	-1.7
O=C(Cn1cc([N+](=O)[O-])cn1)Nc1ccc(-c2noc(-c3cccc(Cl)c3)n2)cc1	0.0	-7	-13	1.0
COc1ccc(NC(=O)c2oc3ccccc3c2NC(=O)Cc2cccs2)c(OC)c1	0.2	-9	-9	0.0
COc1ccc(-c2cc3nc[nH]c(=O)c3s2)cc1	-0.1	9	11	-3.2
COC(=O)C1=C(C(=O)OC)[C@@H]2Nc3ccccc3[C@@]23C[C@@H](C(=O)OC)N(C(=O)Nc2ccc(C(F)(F)F)cc2)C3=N1	-0.1	.	13	-1.0

Of the compounds above, these have an aryl thioether with sulfur outside any ring:
SMILES	FBW7 act	TEAD-YAP block	MITF primary	GPR151 activ
O=C(CSc1ncccn1)Nc1ccc(C(=O)N2CCOCC2)cc1	0.0	7	10	0.5
CC(C)(C)c1ccc(CSc2nc(N)c(C#N)c(-c3cccs3)c2C#N)cc1	0.1	-27	2	2.5
CSc1ccc(/C=C2/NC(=O)NC2=O)cc1	0.1	-26	-15	-1.3

Looked up by compound from above:
SMILES	FBW7 act	TEAD-YAP block	MITF primary	GPR151 activ
O=C(Cn1cc([N+](=O)[O-])cn1)Nc1ccc(-c2noc(-c3cccc(Cl)c3)n2)cc1	0.0	-7	-13	1.0
COc1ccc(NC(=O)c2oc3ccccc3c2NC(=O)Cc2cccs2)c(OC)c1	0.2	-9	-9	0.0
O=C(COC(=O)/C=C/c1ccco1)NCc1ccco1	-0.1	-3	63*	-1.7
O=C(O)CCNS(=O)(=O)c1ccc(Cl)c(C(=O)O)c1	0.1	4	6	-0.3
COC(=O)C1=C(C(=O)OC)[C@@H]2Nc3ccccc3[C@@]23C[C@@H](C(=O)OC)N(C(=O)Nc2ccc(C(F)(F)F)cc2)C3=N1	-0.1	.	13	-1.0
COc1ccc(-c2cc3nc[nH]c(=O)c3s2)cc1	-0.1	9	11	-3.2
